# S100A4 inh HTS: S100A4-myosin IIA interaction inhibition; P26447; S100A4/TAMRA-MyoIIA peptide fluorescence polarization; inhibition, % at 10.7 µM; 360,000 tested, 0.14% active;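 active = mean inhibition of at least 70% across replicates, with every replicate also reaching that level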
# Target sequence (P26447 whole entry, looked up): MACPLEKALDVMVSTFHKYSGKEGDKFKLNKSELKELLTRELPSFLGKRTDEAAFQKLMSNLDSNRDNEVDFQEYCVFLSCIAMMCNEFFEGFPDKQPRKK
#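 System – human S100A4 monomer protein, biochemical binding assay · Buffer or medium – Calcium-containing HEPES buffer, pH 7.2 · Timing – 5 min between mix addition and reading · Also added – TAMRA-labelled myosin IIA heavy-chain peptide probe, 5 nM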
# XiGFP reactiv: activators of X-chromosome reactivation in mouse fibroblasts; XiGFP mouse fibroblasts, % GFP-positive cells imaging, 3 d; cells co-treated with 5-aza-dC sensitizer; scaled so ellipticine positive control = 100%; activation, % at 7.58 µM; 360,000 tested, 0.055% active;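 active = mean normalized replicate activation at least 10% and every replicate at or above 10%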;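 note: 0% = median of on-plate neutral control wells and 100% = ellipticine 6 µM median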
#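 System: 68-5-11 XiGFP fibroblast line; Timing: 3 days compound exposure; Compound dosing: one concentration, pinned; Benchmarks: positive control ellipticine, 6 µM final; Buffer or medium: DMEM containing 5-aza-dC.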
# LGR2 inh: inhibitors of bursicon-induced Drosophila LGR2 receptor cAMP signaling; HEK293 LGR2, CRE-luciferase, bursicon-stimulated, 4 h; 380,000 tested, 0.35% active; inhibition, % at 9.99 µM; AID 720647;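 active = drop in luminescence signal, shown as inhibition above about 50% in the replicate tests, limit read from the data, passing the limit was not always enough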;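 note: agonist challenge used bursicon conditioned medium at about half maximal strength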
# SIRT5 block: inhibitors of human sirtuin-5 desuccinylase; Purified SirT5, succinyl-peptide AMC, trypsin-coupled fluorescence; 330,000 tested, 1.1% active; inhibition, % at 15 µM; in the data active = inhibition above about 15%
# Target sequence (Q9NXA8 whole entry, looked up): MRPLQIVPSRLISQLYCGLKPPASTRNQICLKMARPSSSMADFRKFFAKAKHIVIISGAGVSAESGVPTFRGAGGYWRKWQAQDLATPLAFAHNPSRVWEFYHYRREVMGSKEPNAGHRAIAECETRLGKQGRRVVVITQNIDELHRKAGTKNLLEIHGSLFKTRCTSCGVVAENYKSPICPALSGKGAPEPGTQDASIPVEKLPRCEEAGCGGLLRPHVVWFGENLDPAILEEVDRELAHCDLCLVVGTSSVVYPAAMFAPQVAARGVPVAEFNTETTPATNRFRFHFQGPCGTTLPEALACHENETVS
# PGC1a acetyl inh: modulators of PGC1a acetylation | U2OS PGC1a acetylation, AlphaScreen anti-acetyl-lysine; with virally co-expressed GCN5 acetyltransferase | inhibition, % at 15.6 µM | 350,000 tested, 0.17% active;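 active = every replicate shows inhibition of at least 40%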;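 note: 0% = neutral control wells and 100% = positive control wells; some results beyond the cut were filed as inactive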
# ERAP1 HTS inh: blocks human ERAP1 aminopeptidase activity | inhibition, % at 10.7 µM | 340,000 tested, 0.15% active | recombinant ERAP1, Leu-AMC fluorescence, 60 min | AID 652197;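 active = mean replicate inhibition of at least 30%, or all replicates individually reaching that 30% level; inactive = mean below 30% and not every replicate reaching it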;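 note: 0% = neutral control wells and 100% = L-leucinethiol positive control wells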
# Cneo AK release: Cryptococcus neoformans lysis via adenylate kinase release | C. neoformans lysis, adenylate kinase release luminescence, 4 h; normalised: neutral wells 0, clomiphene wells 100 | lysis activity, % at 15 µM | 360,000 tested, 0.2% active | AID 651654;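 active = mean lysis activity across replicates of at least 80%, whatever share of replicates individually reach that level; inactive = mean lysis activity below 80%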
#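 Assay system: C. neoformans cells. Amount: yeast cell density of 5 × 10^6 cells/mL. Technique: AK luminescence. Buffer or medium: YPD. Times: static 4 h at 37 °C with compound, 1 h detection. Dosing: single-point compound dose. Read-out: lysis from increased AK signal.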
# C2C12 statin: protects C2C12 myotubes from simvastatin toxicity; ATP luminescence, 48 h; scaled: DMSO 0, geranylgeraniol control 100; rescue of ATP level, % at 7.49 µM; 330,000 tested, 0.78% active; AID 602340;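 active = mean ATP rescue above about 67%, or every replicate alone reaching that limit, limit read from the data, passing the limit was not always enough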;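 note: myotubes were challenged with 10 µM simvastatin during compound exposure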
# * marks the source's active call; other numbers are inactive results; x = no result given. These rows are one share of the data; count on the stated rates, not on these rows.
Molecule | S100A4 inh HTS | XiGFP reactiv | LGR2 inh | SIRT5 block | PGC1a acetyl inh | ERAP1 HTS inh | Cneo AK release | C2C12 statin
CCN(CC)C(=O)CSC1c2ccccc2C(=O)N1c1ccccc1 (configuration not stated) | 29 | x | 4 | -3 | 10 | -8 | x | -16
S=c1[nH]nc(COc2ccccc2)n1/N=C/c1ccncc1 | -5 | -0.1 | -12 | 0 | 3 | 0 | -1 | x
COc1ccc(/C=N/NC(=O)c2cc(-c3ccc4c(c3)OCO4)n[nH]2)cc1OC | -1 | 0.0 | -15 | -4 | x | -1 | x | x
C[C@H]1CN([C@@H](C)CO)C(=O)c2cccc(NC(=O)Nc3cccc4ccccc34)c2O[C@H]1CN(C)S(=O)(=O)c1ccc(F)cc1 | -5 | 0.5 | -3 | -3 | 3 | 2 | x | 25
CC(=O)Nc1ccc(/C=N/NS(=O)(=O)c2cc(C)ccc2C)cc1 | 1 | 0.0 | 15 | 2 | 7 | -2 | 0 | x
COc1ccc(CNC(=S)NC(C)CCc2ccccc2)cc1 (configuration not stated) | 3 | 0.0 | 6 | -5 | -5 | -2 | x | x
CCc1cc(CNC(=O)CCc2nnc(CCCc3ccccc3)o2)on1 | -3 | -0.1 | -66 | 20* | -11 | -5 | 0 | -5
O=C(CSc1nnc(-c2ccc(Cl)cc2)o1)NNC(=O)c1ccncc1 | -1 | 0.0 | -15 | -6 | -6 | -3 | 0 | -3
Cc1nc2ccc(NC(=O)C3(C)CCCN(C(C)C)C3)cc2o1 (configuration not stated) | 2 | 0.0 | 1 | -2 | 6 | 6 | 0 | -9
CC1CN(S(=O)(=O)c2cccc(C(=O)N=c3sccn3C)c2)CC(C)O1 (configuration not stated) | -6 | 0.0 | -2 | 3 | -6 | 4 | 1 | 6

# As a working copy, part of the list above:
Molecule | S100A4 inh HTS | XiGFP reactiv | LGR2 inh | SIRT5 block | PGC1a acetyl inh | ERAP1 HTS inh | Cneo AK release | C2C12 statin
Cc1nc2ccc(NC(=O)C3(C)CCCN(C(C)C)C3)cc2o1 (configuration not stated) | 2 | 0.0 | 1 | -2 | 6 | 6 | 0 | -9
CC1CN(S(=O)(=O)c2cccc(C(=O)N=c3sccn3C)c2)CC(C)O1 (configuration not stated) | -6 | 0.0 | -2 | 3 | -6 | 4 | 1 | 6

# The results go on:
Molecule | S100A4 inh HTS | XiGFP reactiv | LGR2 inh | SIRT5 block | PGC1a acetyl inh | ERAP1 HTS inh | Cneo AK release | C2C12 statin
COc1cc(CCC(=O)Nc2ccc(Cl)c(C(F)(F)F)c2)cc(OC)c1OC | 0 | -0.1 | 10 | -1 | x | -2 | x | x
CSCCC(NS(=O)(=O)c1ccccc1F)C(=O)NCCCn1nc(C)cc1C (configuration not stated) | 0 | 0.0 | 6 | 2 | 8 | -4 | x | 17
O=C(Cn1nnc(-c2ccc(NC(=O)c3ccccc3F)cc2)n1)NCc1ccc(F)cc1 | -1 | 0.2 | -5 | -11 | 9 | x | 0 | -13
C[C@@H]1CN([C@H](C)CO)S(=O)(=O)c2ccc(C#Cc3ccncc3)cc2O[C@@H]1CN(C)C(=O)Nc1ccc2c(c1)OCO2 | 2 | -0.3 | -9 | 4 | -3 | -1 | -2 | 43
CCN(C(=O)CSc1n[nH]c(-c2cc(Cl)ccc2OC)n1)C1CCS(=O)(=O)C1 (configuration not stated) | -2 | 0.0 | -4 | -3 | x | 1 | 3 | 4
COc1ccc(CCNC2=NCCS2)cc1OC | -4 | 0.0 | 5 | 0 | -3 | x | x | x
Cc1cccnc1NC(=O)C1CCN(S(=O)(=O)c2ccc3c(c2)CCC(=O)N3)CC1 | 0 | 0.2 | -10 | x | -7 | x | -1 | -11
CCOc1cc(NC(=S)NCCCN2CCOCC2)c(OCC)cc1NC(=O)c1cccs1 | 2 | 0.0 | 14 | -2 | 0 | -4 | 8 | -2
O=C(Nn1cc(C(=O)Nc2ccccc2F)c2ccccc2c1=O)c1cnccn1 | 0 | 0.2 | -6 | -2 | 9 | 2 | 0 | 2
Cc1c(O)ccc2c(-c3ccccc3)cc(=O)oc12 | -13 | 0.0 | 5 | 1 | -1 | -16 | 3 | -18

# A different layout for some results above.
# Under each structure – S100A4 inh HTS | XiGFP reactiv | LGR2 inh | SIRT5 block | PGC1a acetyl inh | ERAP1 HTS inh | Cneo AK release | C2C12 statin
> O=C(Cn1nnc(-c2ccc(NC(=O)c3ccccc3F)cc2)n1)NCc1ccc(F)cc1
 : -1 | 0.2 | -5 | -11 | 9 | x | 0 | -13
> C[C@@H]1CN([C@H](C)CO)S(=O)(=O)c2ccc(C#Cc3ccncc3)cc2O[C@@H]1CN(C)C(=O)Nc1ccc2c(c1)OCO2
 : 2 | -0.3 | -9 | 4 | -3 | -1 | -2 | 43
> CCN(C(=O)CSc1n[nH]c(-c2cc(Cl)ccc2OC)n1)C1CCS(=O)(=O)C1 (configuration not stated)
 : -2 | 0.0 | -4 | -3 | x | 1 | 3 | 4
> COc1ccc(CCNC2=NCCS2)cc1OC
 : -4 | 0.0 | 5 | 0 | -3 | x | x | x
> Cc1cccnc1NC(=O)C1CCN(S(=O)(=O)c2ccc3c(c2)CCC(=O)N3)CC1
 : 0 | 0.2 | -10 | x | -7 | x | -1 | -11
> CCOc1cc(NC(=S)NCCCN2CCOCC2)c(OCC)cc1NC(=O)c1cccs1
 : 2 | 0.0 | 14 | -2 | 0 | -4 | 8 | -2
> O=C(Nn1cc(C(=O)Nc2ccccc2F)c2ccccc2c1=O)c1cnccn1
 : 0 | 0.2 | -6 | -2 | 9 | 2 | 0 | 2

# Next part.
Molecule | S100A4 inh HTS | XiGFP reactiv | LGR2 inh | SIRT5 block | PGC1a acetyl inh | ERAP1 HTS inh | Cneo AK release | C2C12 statin
CCCCCCn1c(C(C)NC(=O)c2ccco2)nc2ccccc21 (configuration not stated) | x | x | -1 | x | -4 | x | 6 | 18
Cc1cc(NC(=O)c2cccc(S(=O)(=O)N3CCCCCC3)c2)no1 | x | x | 5 | x | -28 | x | 0 | -6
CC(C)N=C(NS(=O)(=O)NC(=O)c1ccccc1)c1ccccc1 | -1 | 0.0 | 6 | -3 | 3 | 1 | x | 7
COC(=O)c1cc(S(=O)(=O)N2CCC(C)CC2)ccc1F | x | x | -19 | x | -6 | x | 3 | -19
COc1ccc(-n2c(=S)[nH]c3cc(C(=O)NCCCN4CCOCC4)ccc3c2=O)c(OC)c1 | 1 | 0.0 | 4 | 2 | -5 | -1 | -2 | 10
Cc1c(C(=O)O)oc2ccc3c(c12)C(O)CC(C)(C)O3 (configuration not stated) | -1 | 0.0 | -6 | -5 | x | 0 | 0 | -5
CC(=O)c1ccc(N2CCN(C(=S)Nc3ccccc3C(F)(F)F)CC2)cc1 | -4 | -0.9 | 4 | 1 | -42 | -2 | x | x
O=C(COC(=O)C1CC2C=CC1C2)Nc1ccccc1[N+](=O)[O-] (configuration not stated) | 0 | 0.2 | -15 | 4 | -1 | 3 | 0 | -4
C[C@@H]1CN([C@@H](C)CO)C(=O)c2cc(NC(=O)Nc3ccccc3)ccc2O[C@@H](C)CCCCO[C@@H]1CN(C)S(=O)(=O)c1cn(C)cn1 | -3 | 0.2 | 7 | 5 | 6 | -2 | 1 | x
CCC/C=C/c1ccc(CN2C(C(C)C)C(=O)N(Cc3cn(CC4CCCCC4)nn3)CCS2(=O)=O)cc1 (configuration not stated) | 10 | -0.1 | 3 | 1 | -11 | 0 | 2 | 1
CO[C@@H]1CC[C@H]2CCOc3c(C#N)cccc3C(=O)N(C)C[C@@H](OC)[C@@H](C)C(=O)N(C)C[C@H]1O2 | 15 | 0.9 | 16 | -6 | x | -6 | 2 | -2
CNC(=O)C1=C[C@H](c2csc3ccccc23)C[C@H](OCc2ccc(CO)cc2)O1 | -5 | x | x | -1 | x | 0 | -4 | x
NNC(=O)c1sc2cc(C(F)(F)F)cnc2c1-c1ccccn1 | 1 | 0.0 | -15 | 2 | 12 | -3 | x | x
O=C(Cn1cc(COc2ccc3ccccc3c2)nn1)NS(=O)(=O)c1cccc(OC(F)F)c1 | -5 | 0.0 | -10 | 2 | -28 | 0 | -3 | 11
CCn1c(SCc2cccnc2)nc2c1c(=O)n(C)c(=O)n2C | x | x | 13 | x | 11 | x | 3 | 5
COc1ccc2cc(C3C(C#N)=C(N)OC(C)=C3C(C)=O)c(Cl)nc2c1 (configuration not stated) | -5 | 0.0 | -18 | 0 | 10 | 5 | x | x
Cc1ccc(S(=O)(=O)Nc2ccc3c(c2)C(=O)N([C@H](C)CO)C[C@H](C)[C@H](CN(C)S(=O)(=O)c2ccc(F)cc2)O3)cc1 | 4 | 0.0 | 2 | 3 | -8 | 1 | x | 53
Cc1cc(OC(=O)c2cc([N+](=O)[O-])ccc2Cl)c([N+](=O)[O-])c(=O)[nH]1 | 8 | 0.4 | -5 | 0 | -4 | -4 | -2 | x
CC12CCC(=O)N1C(C(=O)Nc1nnc(SCc3ccc(F)cc3)s1)CS2 (configuration not stated) | -1 | 0.2 | 17 | -1 | x | 3 | -1 | 5
C[C@@H]1CN([C@@H](C)CO)C(=O)Cc2cc(NS(C)(=O)=O)ccc2O[C@@H]1CN(C)C | 13 | -0.8 | 12 | 0 | -1 | 2 | -1 | -6
CC(C)C#Cc1ccc([C@@H]2[C@H](CO)N3CCCCN(S(=O)(=O)Cc4ccccc4)C[C@@H]23)cc1 | 0 | 0.1 | 22 | -2 | -7 | 1 | 2 | x
O=C(COC(=O)c1ccc[nH]c1=O)NC1CCCCCCC1 | -1 | 0.0 | 9 | 0 | x | -12 | x | x
CCOC(=O)c1sc(SCC(=O)Nc2ccc(N(C)C)cc2)nc1N | x | x | 9 | x | -12 | x | -2 | 17
CCc1ccc(/C(C)=N/NC(=O)C(O)c2ccccc2)s1 (configuration not stated) | 1 | 0.2 | x | 0 | 11 | -2 | x | x
O=C(NCCc1c[nH]c2ccccc12)c1ccc2[nH]c(=O)c(=O)[nH]c2c1 | 0 | 0.2 | 9 | 0 | 2 | 1 | -1 | 2
COC(=O)N/N=C\c1cc(Br)ccc1OCc1ccccc1 | x | x | 8 | x | 3 | x | 19 | -9
COc1ccccc1C(C(C(=O)c1ccccc1)N1CCOCC1)N1CCOCC1 (configuration not stated) | -4 | 0.0 | -55 | -6 | 7 | 2 | -1 | 1
COc1ccc(N2CCN(c3cnc4ccccc4n3)CC2)cc1 | 5 | 0.0 | -110 | -4 | -9 | -2 | 0 | 5
CC1CCCN(C(=O)COC(=O)Cc2c(F)cccc2Cl)C1 (configuration not stated) | -5 | 0.4 | -28 | 0 | x | 3 | -3 | 14
Cc1ccc(S(=O)(=O)Nc2ccc3c(c2)C(=O)N(C)[C@H]2CC[C@H](CC(=O)O)O[C@H]2CO3)cc1 | -2 | 0.1 | 12 | 0 | 4 | 0 | -1 | 19
CCN(CCCNC(=O)CC1Oc2ccc(C)cc2NC1=O)Cc1ccccc1 (configuration not stated) | -1 | 0.4 | 6 | x | 0 | x | 2 | 1

# Bioassay records: PubChem, Broad Institute
